Source: PubChem BioAssay (several laboratories)
Peg3 promoter = Peg3 promoter-driven luciferase inhibitors, primary screen, cell-based, HeLa, luciferase luminescence; HeLa PEG-Prom luciferase reporter, overnight; inhibition, % at 20 µM; 360,000 tested, 1.7% active;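 active = inhibition of at least 50% at 20 µM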
CaV13 ICDI inh = Disruptors of the CACNA1D IQ motif to Ca2+-dependent inactivation inhibitor domain association, primary screening, Förster resonance energy transfer in intact living …; HEK cells, CFP/YFP FRET ICDI-IQ, plate reader, 10 min; percent FRET-ratio fall versus neutral wells; inhibition, % at 12.3 µM; 340,000 tested, 0.098% active;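 active = mean replicate inhibition of at least 30% and at least 1% of replicates passing that level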;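 note: 0% = median of the neutral control wells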
Vif imaging = HIV Vif self-association inhibitors, primary screen, imaging, HEK293T, single point; HEK293T cells, Vif self-association by quenched fluorescence, 24 h; inhibition, % at 7.49 µM; 340,000 tested, 0.35% active; in the data active = inhibition above about 50%, passing the limit was not always enough; note: some results filed as inactive read as strong as hits
NR2E3 ag-1 = NR2E3 agonists in two-hybrid cells, primary screen, cell-based, luminescence, CHO-S, Gal4-NCOR/VP16-NR2E3. Photoreceptor-specific nuclear receptor (Homo sapiens), Q9Y5X4. luciferase. inhibition of corepressor binding, % at 3.98 µM. 360,000 tested, 0.35% active. AID 602229, 2012;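 active = inhibition above the mean of all tested compounds plus 3 SD, cut at about 70% in these data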;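 note: 0% = DMSO with NR2E3 transfected cells and 100% = cells lacking NR2E3 construct; higher means lower luciferase signal from less NR2E3 corepressor binding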
Target sequence (Q9Y5X4 whole entry, looked up, the tested form may be a part): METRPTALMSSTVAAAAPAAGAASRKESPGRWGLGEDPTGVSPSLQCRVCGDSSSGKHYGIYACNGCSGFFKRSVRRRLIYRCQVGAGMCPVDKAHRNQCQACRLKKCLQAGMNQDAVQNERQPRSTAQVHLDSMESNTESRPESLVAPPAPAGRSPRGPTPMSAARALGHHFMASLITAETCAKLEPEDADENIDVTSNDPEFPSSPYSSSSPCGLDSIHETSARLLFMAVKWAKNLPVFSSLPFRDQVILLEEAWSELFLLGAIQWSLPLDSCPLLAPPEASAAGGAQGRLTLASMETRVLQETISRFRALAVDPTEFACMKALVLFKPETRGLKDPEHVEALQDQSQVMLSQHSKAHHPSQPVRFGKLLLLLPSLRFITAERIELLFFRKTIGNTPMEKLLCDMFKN
NR2E3 ag-2 = inhibitors of NR2E3-RetCOR corepressor binding, primary screen, NR2E3 agonist project, biochemical, TR-FRET, GST-NR2E3, biotin-RetCOR | Photoreceptor-specific nuclear receptor (Homo sapiens), Q9Y5X4 | 1536-well | inhibition of corepressor binding, % at 4.78 µM | 320,000 tested, 0.12% active | AID 2300, 2010;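 active = percent inhibition above the cutoff of mean plus 3 SD of all tested compounds, set per screening campaign, cut at about 20% in these data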;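 note: 0% = DMSO wells and 100% = biotin wells as full block of FRET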
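Assay system: NR2E3–RetCOR corepressor complex. Quantity: 1.35 nM GST-NR2E3. Buffer or medium: pH 7.5 Tris-based buffer. Reagent: biotinylated RetCOR corepressor at 7 nM final. Schedule: 5 h at 4 °C. Detection: TR-FRET, emission read at 617 and 671 nm. Replicates: one well per compound, singlicate testing.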
Shn3 inh set2 = reduction of Shn3 3'UTR firefly luciferase signal, primary screen, Schnurri-3 inhibitor project, cell-based, Clone20 osteoblasts, set 2. 360,000 tested, 0.52% active. inhibition, % at 12.5 µM. Clone20 osteoblast Shn3 3'UTR firefly luciferase, 24 h. AID 588674, 2011;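 active = mean inhibition of at least 75% with every replicate also reaching 75%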;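 note: 0% = median of neutral control wells and 100% = pilot-screen positive control compound; some compounds past the cut are filed as inactive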
KKLEB cytotox = cytotoxicity in KKLEB CF airway cells, primary screen, cytotoxicity control for CF NF-kB inhibitor project, cell-based, uHTS, fluorescence assay plates; KKLEB CF airway cells viability, ATPlite luminescence, overnight; hits give low values; cells stimulated with P. aeruginosa culture filtrate; activity change (cytotoxicity), % at 5 µM; 360,000 tested, 0.36% active; AID 602141, 2011;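 active = corrected activity change at or below -50% at 5 µM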
CF NFkB inh = inhibitors of PAF-induced NF-kB signaling, primary screen, cell-based, GFP fluorescence, uHTS | KKLEB NF-kB-GFP reporter, GFP fluorescence overnight | inhibition, % at 5 µM | 360,000 tested, 0.86% active;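 active = at least 50% inhibition at 5 µM, scaled per plate between neutral and stimulator controls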;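 note: PAF is a Pseudomonas aeruginosa culture filtrate used as stimulus; plate controls were PAF-stimulated DMSO wells for no effect and unstimulated DMSO wells for full effect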
HIF-2a inh = HIF-2a reporter inhibitors, primary screen, luminescence, 786-0 RCC cells; inhibition, % at 18.8 µM; 786-0 RCC cells HIF-2a reporter, luciferase luminescence, overnight; AID 624352, 2012; 360,000 tested, 0.72% active;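 active = inhibition of the luminescence signal of 40% or more relative to plate controls, in a single-dose primary screen at 18.75 µM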
PDI inh = inhibitors of human PDI, primary screen, biochemical, turbidity, single point, plate reader; inhibition, % at 10 µM; Protein disulfide-isomerase (Homo sapiens), P07237; PDI insulin aggregation turbidity, A650, 90 min; 350,000 tested, 0.052% active;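 active = mean inhibition across replicates of 30% or more, whatever share of single replicates reach that level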;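 note: absorbance from insulin aggregation driven by PDI reduction with DTT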
Target sequence (P07237 whole entry, looked up): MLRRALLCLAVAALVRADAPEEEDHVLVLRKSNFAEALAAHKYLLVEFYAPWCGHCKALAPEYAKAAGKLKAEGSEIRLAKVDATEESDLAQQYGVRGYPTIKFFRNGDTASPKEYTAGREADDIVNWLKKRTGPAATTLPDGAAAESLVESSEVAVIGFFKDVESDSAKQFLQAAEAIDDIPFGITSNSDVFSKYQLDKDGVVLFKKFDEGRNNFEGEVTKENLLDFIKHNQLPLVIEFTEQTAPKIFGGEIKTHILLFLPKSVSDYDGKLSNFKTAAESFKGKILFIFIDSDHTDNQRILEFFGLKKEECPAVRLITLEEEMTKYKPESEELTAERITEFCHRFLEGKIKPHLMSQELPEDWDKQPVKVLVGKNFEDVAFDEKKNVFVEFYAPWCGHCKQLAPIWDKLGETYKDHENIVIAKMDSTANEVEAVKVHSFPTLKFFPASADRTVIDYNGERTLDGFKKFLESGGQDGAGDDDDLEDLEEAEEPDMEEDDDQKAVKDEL
TRPM1 prom inh = inhibitors of MITF-dependent TRPM1 promoter reporter, primary screen, cell-based, SK-MEL-5, single point, luciferase; 330,000 tested, 0.83% active; AID 488899, 2010; inhibition, % at 12.5 µM; SK-MEL-5 TRPM1 promoter luciferase, 24 h;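 active = mean inhibition across replicates of 60% or more, whatever share of single replicates reaches that level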; note: values of inactives mirror those of a sister screen read the other way
Starred values were filed as active, the others as inactive.

How did COc1cccc(C(=O)NC2CC3CCCC(C2)N3CC(=O)Nc2ccccc2C(F)(F)F)c1 (configuration not stated) do in these assays?
Peg3 promoter: 33; CaV13 ICDI inh: -19; Vif imaging: -17; NR2E3 ag-1: -1; NR2E3 ag-2: -1; Shn3 inh set2: 38; KKLEB cytotox: -3; CF NFkB inh: 0; HIF-2a inh: 13; PDI inh: -4; TRPM1 prom inh: 26

Results for Cc1cc(C2(c3ccc(O)c(C)c3)C(=O)N(C)c3ccc(Br)cc32)ccc1O ?
Peg3 promoter: 41; CaV13 ICDI inh: -5; Vif imaging: -4; NR2E3 ag-1: -8; NR2E3 ag-2: -2; Shn3 inh set2: -19; KKLEB cytotox: -4; CF NFkB inh: -2; HIF-2a inh: 14; PDI inh: -3; TRPM1 prom inh: 0

How did O=C(CCC1CCCC1)N1CCC(N2CCN(c3ccccc3)CC2)CC1 do in these assays?
Peg3 promoter: -3; CaV13 ICDI inh: -3; Vif imaging: 13; NR2E3 ag-1: -8; NR2E3 ag-2: 1; Shn3 inh set2: 5; KKLEB cytotox: 3; CF NFkB inh: 6; HIF-2a inh: 25; PDI inh: -12; TRPM1 prom inh: 0

Results for C=CCn1cccc(/C=C/C(=O)c2ccc(C(C)(C)C)cc2)c1=S ?
Peg3 promoter: 102*; CaV13 ICDI inh: -6; NR2E3 ag-1: -6; NR2E3 ag-2: 4; Shn3 inh set2: 75; KKLEB cytotox: -52*; CF NFkB inh: 37; HIF-2a inh: 70*; PDI inh: 10; TRPM1 prom inh: 3

How did C[C@H](CO)N1C[C@H](C)[C@@H](CN(C)S(=O)(=O)c2cccc(C#N)c2)OCc2cnnn2CCCC1=O do in these assays?
Peg3 promoter: 10; CaV13 ICDI inh: -3; NR2E3 ag-1: 7; Shn3 inh set2: 4; KKLEB cytotox: 1; CF NFkB inh: 3; HIF-2a inh: 6; PDI inh: -3

What do the screens show for `Cc1nn(Cc2ccccc2)c(C)c1NC(=O)CCC(=O)O`?
Peg3 promoter: 15; NR2E3 ag-1: 13; NR2E3 ag-2: -1; Shn3 inh set2: -11; KKLEB cytotox: 9; CF NFkB inh: -18; HIF-2a inh: 8; PDI inh: 6; TRPM1 prom inh: -1

How did CCOc1ccc(OCCC(=O)Nc2cccc(S(=O)(=O)N3CCCC3)c2)cc1 do in these assays?
Peg3 promoter: 10; CaV13 ICDI inh: -6; Vif imaging: -9; NR2E3 ag-1: -3; Shn3 inh set2: 10; KKLEB cytotox: 16; CF NFkB inh: -26; HIF-2a inh: -2; PDI inh: -2; TRPM1 prom inh: 9

What do the screens show for `CCn1c(CC(=O)Nc2ccc(C)c(Cl)c2)nnc1SCc1ccc(Cl)c(Cl)c1`?
Peg3 promoter: 18; Vif imaging: -1; NR2E3 ag-1: -6; NR2E3 ag-2: 5; Shn3 inh set2: -12; KKLEB cytotox: 12; CF NFkB inh: -8; HIF-2a inh: -6; PDI inh: -6; TRPM1 prom inh: 9

What do the screens show for `COc1ccc(/C=N/Nc2nc3ccccc3s2)cc1O`?
Peg3 promoter: -67; CaV13 ICDI inh: -7; Vif imaging: -7; NR2E3 ag-1: -186; Shn3 inh set2: 3; KKLEB cytotox: -23; CF NFkB inh: -18; HIF-2a inh: -276; PDI inh: 1; TRPM1 prom inh: -3

What do the screens show for `C=CCSc1nc2sc3c(c2c(=O)[nH]1)CCC3`?
Peg3 promoter: -17; CaV13 ICDI inh: 8; NR2E3 ag-1: -16; NR2E3 ag-2: 3; Shn3 inh set2: -8; KKLEB cytotox: 4; CF NFkB inh: 7; HIF-2a inh: -5; PDI inh: 3; TRPM1 prom inh: -11

Results for CCCn1c(C)cc(C(=O)COC(=O)c2ccc(Cl)c(S(=O)(=O)N3CCCC3)c2)c1C ?
Peg3 promoter: -94; CaV13 ICDI inh: -5; Vif imaging: 6; NR2E3 ag-1: 1; NR2E3 ag-2: 0; Shn3 inh set2: -15; KKLEB cytotox: -9; CF NFkB inh: 16; HIF-2a inh: -126; PDI inh: 11; TRPM1 prom inh: -11

What do the screens show for `CN(C)C(=O)CCSc1nnc(-c2ccncc2)o1`?
Peg3 promoter: -7; CaV13 ICDI inh: -3; Vif imaging: -5; NR2E3 ag-1: -7; NR2E3 ag-2: 0; Shn3 inh set2: -20; KKLEB cytotox: 4; CF NFkB inh: -3; HIF-2a inh: 13; PDI inh: 0; TRPM1 prom inh: -8

What do the screens show for `CCOC(=O)C#CC(CCc1ccccc1)OS(N)(=O)=O` (configuration not stated)?
Peg3 promoter: 8; CaV13 ICDI inh: -7; NR2E3 ag-1: -23; NR2E3 ag-2: 1; Shn3 inh set2: 9; KKLEB cytotox: 1; CF NFkB inh: 14; HIF-2a inh: 19; PDI inh: 9; TRPM1 prom inh: 0

How did Clc1ccc(-c2cn3cccnc3n2)cc1 do in these assays?
Peg3 promoter: -230; CaV13 ICDI inh: 0; Vif imaging: 2; NR2E3 ag-1: -109; NR2E3 ag-2: -1; Shn3 inh set2: -38; KKLEB cytotox: -7; CF NFkB inh: -15; HIF-2a inh: -195; PDI inh: -3; TRPM1 prom inh: -31

What do the screens show for `O=C(Nc1cc(Br)c(O)c(Br)c1)c1cccc(NC(=O)c2ccco2)c1`?
Peg3 promoter: 3; CaV13 ICDI inh: -20; Vif imaging: -3; NR2E3 ag-1: -3; NR2E3 ag-2: -2; Shn3 inh set2: 5; KKLEB cytotox: 6; CF NFkB inh: 15; HIF-2a inh: 12; PDI inh: 2; TRPM1 prom inh: 2

Results for CC12CC3(C)CC(C)(C1)CC(C(=O)NC(=S)N1CCCC1)(C2)C3 ?
Peg3 promoter: 11; CaV13 ICDI inh: -7; Vif imaging: -3; NR2E3 ag-1: -7; NR2E3 ag-2: 4; Shn3 inh set2: -2; KKLEB cytotox: 6; CF NFkB inh: 13; HIF-2a inh: 13; PDI inh: 2; TRPM1 prom inh: 8

How did Cc1ccc(S(=O)(=O)N2CCN(C(=O)CCC(=O)NCCc3ccc(S(N)(=O)=O)cc3)CC2)c(C)c1 do in these assays?
Peg3 promoter: -1; CaV13 ICDI inh: -4; Vif imaging: 3; NR2E3 ag-1: -26; NR2E3 ag-2: 2; Shn3 inh set2: -1; KKLEB cytotox: -1; CF NFkB inh: -1; HIF-2a inh: 13; PDI inh: 6; TRPM1 prom inh: 4

What do the screens show for `CCOc1cnc(C(=O)NNC(=O)c2ccccc2Br)o1`?
Peg3 promoter: 4; CaV13 ICDI inh: -5; Vif imaging: 7; NR2E3 ag-1: -21; NR2E3 ag-2: -3; Shn3 inh set2: -12; KKLEB cytotox: 11; CF NFkB inh: -26; HIF-2a inh: 14; PDI inh: 0; TRPM1 prom inh: -3

Results for Cc1cccc2cc(C(c3nnnn3C(C)(C)C)N(Cc3ccco3)CC3CCCO3)c(=O)[nH]c12 (configuration not stated) ?
Peg3 promoter: 22; CaV13 ICDI inh: -5; Vif imaging: 2; NR2E3 ag-1: -20; NR2E3 ag-2: 2; Shn3 inh set2: 11; KKLEB cytotox: 10; CF NFkB inh: 2; HIF-2a inh: 26; PDI inh: 2; TRPM1 prom inh: 2

How did CCOC(=O)C1CC(c2ccccc2)=NN1c1ccccc1 (configuration not stated) do in these assays?
Peg3 promoter: -44; CaV13 ICDI inh: -5; Vif imaging: -2; NR2E3 ag-1: -39; Shn3 inh set2: -3; KKLEB cytotox: -12; CF NFkB inh: 23; HIF-2a inh: -39; PDI inh: 1

What do the screens show for `Cc1ccccc1NC(=O)c1ccc(OCC(=O)Nc2ccccc2F)cc1`?
Peg3 promoter: 5; CaV13 ICDI inh: -2; Vif imaging: -10; NR2E3 ag-1: 1; NR2E3 ag-2: 1; Shn3 inh set2: 21; KKLEB cytotox: 0; CF NFkB inh: -2; HIF-2a inh: -9; PDI inh: -4; TRPM1 prom inh: 1

How did O=C(CSc1nccc(=O)[nH]1)Nc1ccccc1Sc1ccccc1 do in these assays?
Peg3 promoter: 17; CaV13 ICDI inh: -6; Vif imaging: 0; NR2E3 ag-1: -9; NR2E3 ag-2: 0; Shn3 inh set2: 14; KKLEB cytotox: 1; CF NFkB inh: -8; HIF-2a inh: 13; PDI inh: -2; TRPM1 prom inh: -7

What do the screens show for `COc1ccccc1NS(=O)(=O)c1cc(C(=O)NCC(c2ccco2)N2CCCCC2)ccc1C` (configuration not stated)?
Peg3 promoter: 13; CaV13 ICDI inh: -6; Vif imaging: 0; NR2E3 ag-1: -3; NR2E3 ag-2: -5; Shn3 inh set2: 28; KKLEB cytotox: 13; CF NFkB inh: -7; HIF-2a inh: 6; PDI inh: 7; TRPM1 prom inh: -4

How did Cc1cc(=O)oc2cc(NC(=S)NCc3cccnc3)ccc12 do in these assays?
Peg3 promoter: -54; CaV13 ICDI inh: 5; Vif imaging: 9; NR2E3 ag-1: 0; NR2E3 ag-2: 5; Shn3 inh set2: 42; KKLEB cytotox: 10; CF NFkB inh: 10; HIF-2a inh: -57; PDI inh: 6; TRPM1 prom inh: -35

Results for COc1cccc(CC(=O)OCC(=O)c2cc(OC)c(OC)c(OC)c2)c1 ?
Peg3 promoter: -5; CaV13 ICDI inh: -3; Vif imaging: -3; NR2E3 ag-1: 2; Shn3 inh set2: -12; KKLEB cytotox: 8; CF NFkB inh: 8; HIF-2a inh: 4; PDI inh: -11; TRPM1 prom inh: 2

How did COc1ccc(S(=O)(=O)Cc2ccc(C(=O)NCC(OC)OC)o2)cc1 do in these assays?
Peg3 promoter: -5; CaV13 ICDI inh: -5; Vif imaging: -13; NR2E3 ag-1: -21; NR2E3 ag-2: -1; Shn3 inh set2: -18; KKLEB cytotox: 9; CF NFkB inh: 11; HIF-2a inh: 3; PDI inh: -2

Results for O=C(N/N=C/c1cccnc1)c1cccc(NC(=O)c2cccc(Br)c2)c1 ?
Peg3 promoter: -40; CaV13 ICDI inh: -2; Vif imaging: 5; NR2E3 ag-1: -13; NR2E3 ag-2: -2; Shn3 inh set2: 0; KKLEB cytotox: 4; CF NFkB inh: 11; HIF-2a inh: -56; PDI inh: -3; TRPM1 prom inh: -6
